Compound activity from PubChem.
PPARg SRC-2 ag = agonists of PPARg-SRC-2 recruitment, primary screen, biochemical, HTS | Peroxisome proliferator-activated receptor gamma (Homo sapiens), P37231 | PPARgamma LBD-SRC-2 recruitment | activation, % at 8 µM | 200,000 tested, 0.34% active | AID 1032, 2008; in the data active = activation above about 22%;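 also: 0% = vehicle and 100% = reference agonist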
PPARg SRC3 recr = PPARgamma agonists recruiting SRC-3 coactivator, primary screen, biochemical; Peroxisome proliferator-activated receptor gamma (Homo sapiens), P37231; biochemical PPARgamma/SRC-3 coactivator recruitment assay; activation, % at 8 µM; 200,000 tested, 0.26% active; AID 731, 2007; in the data active = activation above about 23%;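 also: 0% = DMSO and 100% = reference agonist; some compounds past the cut are filed as inactive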
S1P3 antagonist = S1P3 receptor antagonists, primary screen, cell-based | Sphingosine 1-phosphate receptor 3 (Homo sapiens), Q99500 | CHO S1P3 NFAT-BLA reporter, FRET fluorescence, antagonist mode | inhibition, % at 4.98 µM | 170,000 tested, 0.27% active | AID 485, 2006;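 active = inhibition above the plate cutoff, the mean inhibition of test wells on that plate plus 3 SD, cut at about 28% in these data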;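 also: cells challenged with S1P at its EC80 of 0.8 µM; blue over green emission ratio from cleaved BLA substrate after 4 h stimulation; 0% = S1P-stimulated wells and 100% = unstimulated DMSO-only wells; some compounds past the cut are filed as inactive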
G6PDH counter = L. mesenteroides G6PDH inhibitors, counter-screen for G6PDH-coupled screening assays, biochemical, Leuconostoc mesenteroides enzyme. glucose-6-phosphate dehydrogenase [Leuconostoc mesenteroides]. Purified L. mesenteroides G6PDH, diaphorase/resazurin coupled fluorescence, 45 min. inhibition, % at 5 µM. 200,000 tested, 0.12% active. AID 1020, 2008; in the data active = inhibition above about 50%
ROMK mod = ROMK potassium channel modulators, primary screen, cell-based, thallium flux, MLSMR library; Tet-inducible ROMK, thallium flux fluorescence; actives lie on both sides; B-score at 10 µM; 130,000 tested, 2% active; AID 1918, 2009;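 active = signal ratio slope over the read window, or its plate-corrected B-score, at least 3 SD from the plate mean, either direction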;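 also: B-score of the F/F0 ratio slope over 7 to 12 s after thallium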
Target sequence (P48048 whole entry, looked up): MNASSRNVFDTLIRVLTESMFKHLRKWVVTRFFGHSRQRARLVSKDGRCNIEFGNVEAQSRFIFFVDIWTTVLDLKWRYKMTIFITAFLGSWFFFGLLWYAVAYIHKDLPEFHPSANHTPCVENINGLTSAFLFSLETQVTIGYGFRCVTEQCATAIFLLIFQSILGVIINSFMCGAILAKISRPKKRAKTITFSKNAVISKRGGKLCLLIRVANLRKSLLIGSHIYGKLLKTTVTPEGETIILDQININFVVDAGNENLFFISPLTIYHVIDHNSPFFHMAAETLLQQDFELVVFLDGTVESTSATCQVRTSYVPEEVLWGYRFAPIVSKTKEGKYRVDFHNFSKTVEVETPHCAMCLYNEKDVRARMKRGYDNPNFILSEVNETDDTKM
PMI act satM6P = human PMI activators, high substrate, primary screen, biochemical, fluorescence intensity, near-saturating mannose 6-phosphate. Mannose-6-phosphate isomerase (Homo sapiens), P34949. coupled PMI enzyme assay, resazurin fluorescence, 20 min; active compounds read high; 1 = untreated enzyme, 0 = substrate-free blank. activation factor at 20 µM. 190,000 tested, 0.34% active. AID 1216, 2008;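 active = activation factor of 2 or more at 20 µM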
Target sequence (P34949 whole entry, looked up): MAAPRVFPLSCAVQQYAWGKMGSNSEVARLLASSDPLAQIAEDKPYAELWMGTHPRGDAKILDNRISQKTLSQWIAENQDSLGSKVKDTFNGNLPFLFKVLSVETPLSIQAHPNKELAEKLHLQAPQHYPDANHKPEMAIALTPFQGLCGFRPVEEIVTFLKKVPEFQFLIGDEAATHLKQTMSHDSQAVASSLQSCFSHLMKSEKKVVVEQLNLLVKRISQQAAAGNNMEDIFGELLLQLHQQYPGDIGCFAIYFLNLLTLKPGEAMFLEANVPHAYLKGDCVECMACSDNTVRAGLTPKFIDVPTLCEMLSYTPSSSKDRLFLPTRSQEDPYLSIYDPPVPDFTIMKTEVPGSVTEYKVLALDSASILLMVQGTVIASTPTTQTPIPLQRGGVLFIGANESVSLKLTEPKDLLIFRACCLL
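Test system: human phosphomannose isomerase with PGI, G6PDH, diaphorase coupling enzymes; Amount: PMI at 15 ng/mL final; Reagent: Mannose-6-phosphate 1.0 mM (near-saturating) plus 0.22 mM NADP+; Timing: 20 min, room temperature; Technique: resorufin fluorescence at Ex 544/Em 590 nm; Dosing: 20 µM single dose.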
Diaphorase act = compounds boosting diaphorase resazurin reduction – biochemical, uHTS, resorufin fluorescence, counter-screen for diaphorase-coupled primary assays, primary screen | Diaphorase/resazurin coupled assay, 16 min; active compounds read high; 1 = vehicle wells, 0 = NADH-free wells | activation factor at 20 µM | 190,000 tested, 0.005% active;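 active = diaphorase activity raised at least twofold by the compound at 20 µM; inactive = activation factor below 2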
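Material: bacterial diaphorase enzyme (C. kluyveri); amount: enzyme 0.07 U/mL final; reagent: NADH substrate 0.114 mM plus resazurin dye 0.1 mM, final; doses: single compound dose of 20 µM, 1% DMSO final; timing: 16 min enzyme reaction, ambient temperature; measured by: fluorescence of resorufin, 544 nm excitation, 590 nm emission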
Diaphorase inh = diaphorase inhibitors and chemical oxidizers, primary screen, counter-screen for diaphorase-coupled primary assays, biochemical, uHTS, resorufin fluorescence. diaphorase resazurin-to-resorufin fluorescence, NADH, 16 min; bacterial (C. kluyveri) enzyme, not human. inhibition, % at 20 µM. 190,000 tested, 0.69% active;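 active = primary screen inhibition at 20 µM above a set limit, cut at about 50% in these data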;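 also: plate controls were DMSO with full reaction for no effect and wells lacking NADH for full effect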
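Detection: fluorescence of resorufin formed from resazurin, Ex 544/Em 590 nm; test system: Clostridium kluyveri diaphorase enzyme; amount: 0.14 U/mL diaphorase, enzyme working solution; times: 16-min room-temperature incubation before reading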
PMI activator = activators of human PMI, primary screen, biochemical, fluorescence intensity, near-Km mannose 6-phosphate | Mannose-6-phosphate isomerase (Homo sapiens), P34949 | purified human PMI, coupled resazurin fluorescence, 20 min; active compounds read high; 1 = vehicle control, 0 substrate-free wells | activation factor at 20 µM | 190,000 tested, 0.005% active | AID 1214, 2008;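 active = activation factor of 2 or more at 20 µM, relative to plate controls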
TR-FRET SRC-2 ct = TR-FRET signal artefacts, primary screen, artefact control for PPARgamma SRC-2 agonist project, biochemical | TR-FRET artefact counter-screen; active compounds read high | 200,000 tested, 0.4% active | TR-FRET ratio at 8 µM; in the data active = TR-FRET ratio above about 2000; also: inactives centre near 1500
PPARg SRC1 recr = PPARgamma agonists recruiting SRC-1 coactivator, primary screen, biochemical | activation, % at 8 µM | PPARgamma-SRC-1 coactivator recruitment biochemical assay | 200,000 tested, 0.41% active; in the data active = activation above about 19%;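 also: 0% = DMSO and 100% = reference agonist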
The depositor's hits bear a star; . = not tested or not shown. Outcome played no part in choosing rows; any-hit rate near 3.3%.

SMILES	PPARg SRC-2 ag	PPARg SRC3 recr	S1P3 antagonist	G6PDH counter	ROMK mod	PMI act satM6P	Diaphorase act	Diaphorase inh	PMI activator	TR-FRET SRC-2 ct	PPARg SRC1 recr
NC(=O)c1cnn(-c2cc(Oc3ccccc3)ncn2)c1N	0.6	-3.2	-0.2	11.5	.	0.9	0.8	17.0	0.9	1735	-2.1
O=C(CSc1nccc(-c2ccc(Br)cc2)n1)NCCc1ccccc1	5.1	6.0	.	-19.1	.	1	1	4.7	1	1606	-0.1
CCOC(=O)Nc1ccc(S(=O)(=O)Nc2cc(C)nc(C)n2)cc1	3.0	12.7	.	7.1	0.138	1.1	1	2.7	1.1	1392	0.6
Nc1ccccc1C(=O)Nc1nccs1	3.2	0.5	-14.1	12.8	-0.87	1	1.1	-7.2	1	1564	-2.5
O=C(Nc1cc(S(=O)(=O)N2CCOCC2)ccc1N1CCCC1)c1ccc2c(c1)S(=O)(=O)c1ccccc1C2=O	4.2	0.0	6.6	-1.7	0.361	0.7	0.8	19.7	0.4	1978*	-1.2
O=[N+]([O-])c1ccccc1/C=C/C=N/Nc1ccc(S(=O)(=O)Nc2ccc(Cl)cc2)cc1[N+](=O)[O-]	0.2	1.2	-1.4	12.0	0.106	0.9	0.9	9.1	1	1230	-6.0
O=C(NCc1cccc(C(F)(F)F)c1)c1cccc(Cl)c1Cl	-4.7	-3.4	2.2	-0.2	-0.027	1	0.8	17.0	1	1572	8.6
Cc1ccc2c(C(=O)CN3CCSCC3)c(C)[nH]c2c1	4.2	6.2	-32.5	-9.8	.	0.9	0.9	14.3	0.8	1487	2.2
Cc1onc(-c2ccccc2Cl)c1C(=O)N1CCCCC1C(=O)O (stereo not given)	4.6	-3.7	-1.3	6.1	.	1	0.9	13.9	1	1401	-4.0
Cc1nn(C)cc1/C=N/NC(=S)Nc1ccc(Cl)cc1Cl	6.9	2.2	2.5	2.1	-0.0778	0.9	0.9	12.9	0.9	1639	3.6
CCN(CC)c1ccc([N+](=O)[O-])cc1/C=N/NC(=O)CC#N	1.2	2.7	-2.0	-2.2	-0.577	1.1	1	-1.2	1.1	1516	-6.0
CC(C)CCNC(=O)CO/N=C/c1ccccc1OC(F)F	-9.3	-1.8	-16.1	14.7	.	0.9	0.9	11.0	0.7	1762	-7.9
CCN1CCN(C(=O)c2cc3sccc3n2CC(=O)c2ccccc2)CC1	1.6	9.6	.	4.3	.	1	1	2.5	1	1546	5.7
Cc1ccc(-c2ccc(=O)n(CC(=O)NCCCN3CCCCC3)n2)cc1	6.0	2.0	0.0	11.1	.	0.9	0.9	9.0	0.9	1510	5.8
COC(=O)C/C=C/[C@@H](C)[C@@H](/C=N/O[C@@H](C)c1cn([C@H](CO)Cc2ccccc2)nn1)NS(=O)(=O)c1ccc(C)cc1	12.3	0.7	0.3	11.6	0.457	0.9	1	-3.1	1	1561	5.2
O=[N+]([O-])c1ccc(-c2cnc(SC(c3ccccc3)c3ccccc3)[nH]2)cc1	-3.3	7.7	26.2	-21.4	.	1	0.8	15.7	0.9	1562	12.2
COC(=O)c1ccc(N=NN2CCOCC2)cc1	1.2	0.5	7.5	-7.9	.	1	0.9	8.3	0.9	1553	9.9
CN(C)c1nc(OCCOC(=O)c2ccccc2)nc(N(C)C)n1	-3.6	-2.4	-4.5	4.9	-0.531	0.9	0.9	12.6	1	1396	8.6
CC(C)n1cc(C(=O)c2cc(Br)ccc2O)cc(C#N)c1=O	7.5	15.3	.	-2.1	.	1	0.8	15.2	1	1592	7.9
CCOC(=O)N1CCN(C(=O)c2c(N)no[n+]2[O-])CC1	-8.7	-3.8	-9.0	10.8	.	1	1	-4.2	1	1542	-3.1
CC(Nc1ncnc2nc[nH]c12)c1ccccc1 (stereo not given)	-2.9	2.3	-1.5	-9.2	.	1	0.9	12.7	0.9	1539	0.8
Cc1ccc(C(=O)NC(NC(=O)c2ccc(C)cc2)c2cccc([N+](=O)[O-])c2)cc1	10.1	3.1	-10.2	-12.1	.	1	0.9	14.8	0.9	1672	6.7
Cc1ccc(C2c3c(-c4ccccc4O)n[nH]c3C(=O)N2Cc2ccncc2)cc1 (stereo not given)	-3.1	5.7	25.7	-26.2	-0.175	0.9	0.8	15.0	0.9	1543	5.6
O=C(CSC1=NS(=O)(=O)c2ccccc21)Nc1ccccc1	6.6	11.0	-40.1	2.7	.	1.3	0.8	15.9	0.8	1612	-0.8
Cc1cc(C)nc(/N=C2\NC(=O)CC(C(=O)O)N2c2cccc(Cl)c2)n1 (stereo not given)	0.0	7.2	-14.3	4.5	0.0693	1.1	1	-2.7	1.1	1530	0.8

Continued.
SMILES	PPARg SRC-2 ag	PPARg SRC3 recr	S1P3 antagonist	G6PDH counter	ROMK mod	PMI act satM6P	Diaphorase act	Diaphorase inh	PMI activator	TR-FRET SRC-2 ct	PPARg SRC1 recr
Cc1cccc(CN2CCN(C(=S)Nc3ccccc3)CC2)c1	-0.2	1.7	9.6	8.3	-0.62	1.1	1.1	-6.7	1	1417	-6.3
CCn1c(SCC(=O)NCc2ccco2)nc2cccnc21	16.8	5.5	2.4	-0.2	1.02	1.1	0.9	7.0	1	1713	2.2
O=C(CCN1C(=O)/C(=C/c2ccc(F)cc2)SC1=S)NNC(=O)c1cccnc1	2.8	4.7	-15.9	-1.4	.	1	1	2.4	0.9	1719	8.2
Cc1ccc(NCc2ccc(O)c3ncccc23)cc1C	0.0	-2.4	-18.3	43.1	.	0.2	0.2	78.2*	0.4	1539	2.9
O=C(c1cccc(F)c1)N1CCc2ccccc2C1	3.6	5.4	10.5	10.9	.	0.9	0.9	11.6	0.8	1570	5.6
C=CCNC(=O)c1cnc2n(c1=O)CCS2	0.3	-2.2	2.7	3.3	.	1	1.1	-8.5	1.1	1426	-0.3
Cc1cc(=O)oc2cc(OCC(=O)NCc3ccco3)ccc12	3.8	8.2	.	1.7	.	1	0.9	8.6	1	1501	0.8
CCOC(=O)CSc1nc2sc3c(c2c(=O)n1C1CCCCC1)CCN(C)C3	2.9	1.8	.	1.3	-3.52*	1	1	0.3	0.9	1444	4.7
CCOc1ccc(CNC(=O)c2cc3oc4ccccc4c3n2C)cc1	1.9	0.2	.	5.0	0.904	1.1	1	0.0	1.1	1598	-3.6
COc1cc(OC)c(-c2cc(C(=O)O)ccc2OC)c(OC)c1	-0.8	-4.0	1.0	-9.9	-0.0126	1	0.9	11.4	1	1513	9.0
CC1CCC/C(=N\Nc2ccc(Cl)c(C(=O)O)c2)C1 (stereo not given)	-6.0	-3.4	-6.4	16.9	0.519	2.1*	0.9	8.3	1.7	1478	-2.4
O=C(Cc1ccc(F)cc1)NC1CCSC1=O (stereo not given)	3.7	4.9	-3.3	2.6	0.171	1	0.9	9.5	1	1579	3.9
CCOC(=O)c1sc(N)nc1C(C)(C)C	10.9	15.7	.	3.4	.	0.9	0.9	6.5	0.8	1720	8.8
O=C(NCc1ccccc1F)C1CCN(C(=O)c2sccc2-n2cccc2)CC1	1.9	-3.1	15.2	-0.7	-0.107	1.1	1	-0.5	1	1525	6.6
O=c1[nH]c2c(s1)C(c1ccccc1)C1C3CCC(C3)C1S2 (stereo not given)	0.1	-3.4	.	5.6	0.327	0.9	1	3.9	0.9	1397	2.5
CCn1c(COc2ccc(=O)n(-c3ccccc3)n2)n[nH]c1=S	6.4	2.2	0.9	-4.6	0.0814	1	0.9	9.3	1.1	1666	15.8
O=C(NC1CCCc2ccccc21)c1cn2ccccc2n1 (stereo not given)	2.7	3.6	-0.4	2.7	0.308	1	0.9	11.2	1.2	1607	8.7
CCN(CCCNC(=O)C1CCC(=O)N1Cc1ccc(C)cc1)c1cccc(C)c1 (stereo not given)	6.0	0.5	20.3	8.0	-1.61	1	0.6	38.6	0.9	1547	1.6
Cc1nc(NCCc2ccccc2)c2oc3ccccc3c2n1	2.2	-6.1	.	1.2	-2.86	0.9	0.7	31.3	0.9	1503	-1.4
Cc1nn(C)c(=O)n1N(C)c1ncc(C(F)(F)F)cc1Cl	14.3	5.1	-14.6	2.3	-0.762	1	0.9	6.5	1.1	1886	5.6
Cc1ccc(CN2CCN(/N=C/c3ccc(C)s3)CC2)c(C)c1	-13.2	-2.3	1.8	-0.9	.	1	0.9	8.1	1	1537	1.0
COc1ccc(-c2nn(-c3ccccc3)cc2C(=O)O)cc1	-6.8	2.1	-27.0	7.9	.	1.1	1.1	-5.6	1.1	1712	-0.7
Cc1cc([N+](=O)[O-])nn1CCCC(=O)NCc1ccc(F)cc1	3.2	2.8	-8.1	2.0	0.139	1	1.1	-5.1	1.1	1758	-3.4
O=C(c1ccc2c(c1)OCO2)N1CCN(C(=O)c2ccco2)CC1	5.5	2.1	.	14.0	.	0.9	0.9	9.3	0.9	1613	7.5

Ordered by length of the SMILES (highest first): some entries from above.
SMILES	PPARg SRC-2 ag	PPARg SRC3 recr	S1P3 antagonist	G6PDH counter	ROMK mod	PMI act satM6P	Diaphorase act	Diaphorase inh	PMI activator	TR-FRET SRC-2 ct	PPARg SRC1 recr
CCN(CCCNC(=O)C1CCC(=O)N1Cc1ccc(C)cc1)c1cccc(C)c1 (stereo not given)	6.0	0.5	20.3	8.0	-1.61	1	0.6	38.6	0.9	1547	1.6
O=C(NCc1ccccc1F)C1CCN(C(=O)c2sccc2-n2cccc2)CC1	1.9	-3.1	15.2	-0.7	-0.107	1.1	1	-0.5	1	1525	6.6
Cc1cc([N+](=O)[O-])nn1CCCC(=O)NCc1ccc(F)cc1	3.2	2.8	-8.1	2.0	0.139	1	1.1	-5.1	1.1	1758	-3.4
O=C(c1ccc2c(c1)OCO2)N1CCN(C(=O)c2ccco2)CC1	5.5	2.1	.	14.0	.	0.9	0.9	9.3	0.9	1613	7.5
O=C(c1cccc(F)c1)N1CCc2ccccc2C1	3.6	5.4	10.5	10.9	.	0.9	0.9	11.6	0.8	1570	5.6
